Compound activity deposited in PubChem BioAssay by several laboratories.
E-sel TNF inh: blocks E-selectin expression induced by TNF alpha; actives 0.71% (n = 120,000); HUVEC TNFa-induced E-selectin immunofluorescence, high content; inhibition, % at 2 µM; AID 1246;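 active = inhibition above the batch mean plus 3 SD, and confirmed as a hit on visual image review, cut at about 43% in these data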;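 note: 0% = TNF-stimulated DMSO wells and 100% = unstimulated control wells; not every result past the cut was called active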
MRP-1 activ: activates MRP-1 | actives 0.61% (n = 140,000) | H69AR cells + doxorubicin, viability rescue, CellTiter-Glo | viability increase, % at 10 µM | AID 799;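 active = viability gain under doxorubicin at or above a set limit, the compound median plus 3 SD, cut at about 4.7% in these data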;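 note: MRP-1 overexpressing cells given doxorubicin 25 µM after compound pretreatment; 18-22 h compound pretreatment then 72 h with doxorubicin before readout; 0% = doxorubicin-only wells and 100% = vehicle-treated cells without doxorubicin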
Phagocytosis inh: macrophage phagocytosis inhibition. J774A.1 macrophage IgG-bead phagocytosis, imaging. inhibition, % at 5 µM. actives 0.07% (n = 110,000);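 active = inhibition above the mean of the plate negative controls plus 5 SD, cut at about 13% in these data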;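 note: phagocytic index as fraction of beads internalized from green versus red external bead signal; plate controls were DMSO negative control for no effect and cytochalasin-D positive control for full effect; some results beyond the cut were filed as inactive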
HCT116 PTEN-null: PTEN-deleted cell growth suppression; viability, % at 10 µM; AID 827; HCT116 PTEN-null viability, CellTiter-Glo, 60 h; active compounds read low; actives 1.2% (n = 140,000);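 active = viability at or below a set limit, 4 SD under the median of all tested compounds, cut at about 3.7% in these data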;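 note: PTEN knockout HCT116 line with beta catenin targeted HCT116 as companion control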
Yeast life ext: extends the lifespan of yeast | S. cerevisiae growth with nicotinamide, OD615; deaD strain in restrictive glucose medium | inhibition of the nicotinamide effect, % at 10 µM | actives 0.68% (n = 130,000) | AID 775;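 active = inhibition above a set limit, placed 3 SD over the median of all compounds, cut at about 26% in these data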;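 note: 0% = nicotinamide-treated wells and 100% = cells grown without nicotinamide; some compounds called inactive have numbers as strong as hits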
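assay system = DeaD-strain S. cerevisiae | measured by = absorbance at 615 nm | probe or stimulus = nicotinamide 1.5 mM | buffer or medium = CSMM-D glucose medium, restrictive | times = 48 h at 30 °C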
Yeast growth inh: chemicals that inhibit yeast BB579 growth in restrictive medium (lifespan-shortening candidates); AID 804; actives 0.51% (n = 140,000); inhibition, % at 10 µM; S. cerevisiae BB579 growth, OD615, 48 h;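 active = inhibition above a set limit, 3 SD over the mean compound inhibition, cut at about 44% in these data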; note: inactives centre near -24
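Test system: DeaD yeast strain BB579 / Buffer or medium: restrictive glucose-based CSMM-D medium / Doses: single 10 µM dose / Schedule: 4 h cell preincubation, 48 h compound exposure, 30 °C humidified / Technique: culture absorbance at 615 nm / Controls: amphotericin B positive control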
GALR2 antag: blocks the human galanin receptor 2. O43603. GALR2-expressing cells, antagonist mode. inhibition, % at 4 µM. actives 0.39% (n = 140,000). AID 828; in the data active = inhibition above about 27%;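 note: cells stimulated with galanin 1-16 at roughly its EC80; 0% = agonist challenge control and 100% = basal control without agonist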
Target sequence (O43603 whole entry, looked up): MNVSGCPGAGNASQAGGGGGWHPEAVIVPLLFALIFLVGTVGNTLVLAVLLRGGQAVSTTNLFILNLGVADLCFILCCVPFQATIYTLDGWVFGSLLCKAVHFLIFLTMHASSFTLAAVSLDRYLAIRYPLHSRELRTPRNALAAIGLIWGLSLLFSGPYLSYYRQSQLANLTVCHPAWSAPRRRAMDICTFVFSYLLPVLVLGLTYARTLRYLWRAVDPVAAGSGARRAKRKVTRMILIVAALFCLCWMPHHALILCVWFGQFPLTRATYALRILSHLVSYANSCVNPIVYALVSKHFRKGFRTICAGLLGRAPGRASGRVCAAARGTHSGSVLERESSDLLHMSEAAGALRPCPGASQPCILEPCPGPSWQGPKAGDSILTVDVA
Measles CPE: protection of cells from measles virus | Measles virus-infected cells, CPE protection, absorbance | protection (pct of control), % at 4 µM | actives 1.5% (n = 140,000) | AID 841; in the data active = protection mostly above about 24%, no sharp cut-off; inactive = mostly below about 26%; note: some compounds called inactive have numbers as strong as hits
HCT116 bCat-KO: beta-catenin-lacking colon tumor cell growth suppression; HCT116 beta-catenin knockout viability, CellTiter-Glo, 60 h; active compounds read low; actives 1.5% (n = 140,000); viability, % at 10 µM;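 active = viability at or under a set limit, the compound median less 4 SD, cut at about 6% in these data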;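 note: 0% = Hyamine 1622 control at 20 µM and 100% = untreated cell control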
NPY-Y2 antag: NPY-Y2 (human) receptor antagonism; P49146; NPY-Y2 expressing cells, antagonist mode; AID 793; inhibition, % at 2.7 µM; actives 0.99% (n = 140,000); in the data active = inhibition above about 17%;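 note: 0% = vehicle with agonist challenge and 100% = reference antagonist with challenge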
Target sequence (P49146 whole entry, looked up): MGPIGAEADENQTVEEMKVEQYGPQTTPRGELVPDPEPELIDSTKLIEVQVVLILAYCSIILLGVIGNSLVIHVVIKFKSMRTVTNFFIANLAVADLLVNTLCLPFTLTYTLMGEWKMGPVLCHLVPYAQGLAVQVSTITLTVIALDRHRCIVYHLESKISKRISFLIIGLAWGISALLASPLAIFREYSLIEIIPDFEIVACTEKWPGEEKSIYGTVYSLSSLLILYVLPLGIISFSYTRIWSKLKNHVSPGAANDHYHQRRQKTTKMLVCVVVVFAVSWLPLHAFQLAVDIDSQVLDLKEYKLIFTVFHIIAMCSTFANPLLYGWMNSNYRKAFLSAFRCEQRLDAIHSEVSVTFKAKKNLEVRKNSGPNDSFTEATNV
* hit, by the source's call; . = not tested or not shown; & = joins results of further samples.

compound	E-sel TNF inh	MRP-1 activ	Phagocytosis inh	HCT116 PTEN-null	Yeast life ext	Yeast growth inh	GALR2 antag	Measles CPE	HCT116 bCat-KO	NPY-Y2 antag
CN(C)C(CN1C(=O)C2CC=CCC2C1=O)c1cn(C)c2ccccc12 (centres undefined)	-11	-3.8	-2	89	-12	-28	11	6	85	5
O=C(C1CCN(S(=O)(=O)N2CCOCC2)CC1)N1CCOCC1	-19	1.2	-4	108	-9	-10	4	7	104	1
O=C(O)Cn1nc(-c2ccc(F)cc2)oc1=O	36	-1.5	-1	100	-1	2	4	29	92	6
CCOc1ccc(NS(=O)(=O)c2ccc(NC(=O)C3CCCO3)cc2)cc1 (centres undefined)	-21	-0.9	.	68	-8	-34	19	5	74	7
CC(C)c1ccc(N(C(=O)c2cc3ccccc3oc2=O)C2C=CS(=O)(=O)C2)cc1 (centres undefined)	45	-3.8	-13	80	1	-20	-10	22	69	-1
CCCOc1ccc(C2NC(=O)NC2=O)cc1 (centres undefined)	25	-1.4	.	100	-4	-38	-3	23	90	1
COc1ccc(NC(=O)COc2ccc(/C=N/n3c(C)nnc3C)cc2OC)cc1	-4	-3.0	0	94	-7	-25	-2	26	88	1
Cc1cccc2cc(CN(Cc3cccnc3)C(=O)c3ccccc3F)c(Cl)nc12	-4	-1.3	-1	71	4	-44	0	4	83	9
Cc1cccc(NC(=O)CO/N=C/c2ccc3c(c2)OCO3)c1	-4	2.9	-6	95	-7	-21	8	19	99	14
CCn1c(SCC(=O)Nc2ccc(NC(=O)c3cccs3)cc2)nnc1-c1cccnc1	10	-4.2	-1	96	-2	-22	2	8	102	2
CCOc1ccc(CC(=O)N2CCN(c3ccc(N4CCOCC4)nn3)CC2)cc1OCC	-10	-1.5	1	112	-7	-20	11	1	100	0
COc1cccc(N2CCN(Cc3nc(N)nc(Nc4ccccc4OC)n3)CC2)c1	20	-0.9	2	88	16	-33	-7	5	92	9
Cc1cc(/C=C2/SC(=O)N(CC(=O)N3CCOCC3)C2=O)c(C)n1-c1ccccc1F	.	-3.4	.	92	-2	-36	8	22	94	1
COc1cc2c(cc1NC(=O)CN1C(=O)NC3(CCc4ccccc43)C1=O)oc1ccccc12 (centres undefined)	-19	-3.1	0	22	2	-70	1	1	27	-2
CCn1cc(/C=N/NC(=O)c2ccc(C#N)cc2F)c2ccccc21	-6	0.5	0	89	-25	5	8	7	96	4
CC1(C)CC2CC(C)(CN2C(=O)COC(=O)CNC(=O)c2ccc(Cl)c(Cl)c2)C1 (centres undefined)	4	1.9	-9	86	9	-10	-6	17	89	4
Cc1ccc(NC(=S)N(CCN(C)C)C(C)c2ccco2)cc1C (centres undefined)	-15	-1.6	-8	91	3	-5	7	10	90	1
Cc1ccc(C2(C(F)(F)F)N=C3Sc4cc(C)ccc4N3C(=O)N2)cc1 (centres undefined)	2	-1.4	0	94	-7	-25	7	1	96	1
CC(=O)c1c(C)[nH]c(C(=O)COC(=O)CCSc2ccccc2)c1C	.	-0.9	-6	81	-1	-15	3	8	86	9
CCC(=O)Nc1cc2c(cc1C(=O)CC)OCCO2	10	-2.0	-1	94	-20	0	-18	4	99	5
CCN(CC)CCCNC(=O)c1nn(-c2ccccc2OC)c(=O)c2ccccc12	-6	-2.9	-1	96	-7	-20	13	4	95	2
Cc1cccc(Nc2nc3ccccc3s2)c1C	.	-2.6	-4	87	-5	-4	3	12	94	2
CC(=O)Nc1nonc1-c1nc2ccccc2n1Cc1nnc(C)o1	2	-1.7	-1	95	-2	-30	-3	9	92	2
Cc1ccc(-c2nnc(SCC(=O)NNC(=O)COc3cccc(C)c3)n2C)cc1	30	-1.2	.	82	10	-15	1	2	75	2
O=C(C1CCCCC1)N1CCCC(c2nc3c(nnn3Cc3ccccc3)c(=O)[nH]2)C1 (centres undefined)	-13	-2.9	0	81	-14	-19	1	5	96	11
COCCCNC(=O)Cn1nc(-c2ccc(C)cc2)ccc1=O	-6	-2.8	.	95	-8	-40	-6	28	93	0
CCN(CC)S(=O)(=O)c1cc(NS(=O)(=O)c2cc(Cl)ccc2Cl)ccc1C	33	-1.6	-3	94	20	-38	-8	11	100	1
O=C(O)c1cccc(-n2cnnn2)c1	.	-1.9	-1	95	0	-17	0	4	93	1
Cc1cc(C)nc(SCC(=O)Nc2ccccc2[N+](=O)[O-])n1	-64	-2.1	.	94	-25	23	0	6	101	0
O=C(N/N=C/c1ccc(Cl)cc1Cl)c1n[nH]c2c1CCCC2	.	-3.9	-4	44	0	-13	-15	7	49	5
O=C(CSc1nnc(-c2ccco2)n1Cc1ccccc1)c1ccc(F)cc1	.	-3.9	-1	76	-15	-32	-1	15	99	3
Cc1cccc(C(=O)NNC(=O)c2ccccc2)c1	.	-1.5	-3	97	-5	-42	-8	17	84	1
CCN(CC)S(=O)(=O)c1ccc(C(=O)NNC(=O)C2CCN(S(=O)(=O)c3ccc(Cl)cc3)CC2)cc1	-4	-0.6	3	88	2	-36	-1	7	90	2
CCOc1nc(SCCOc2ccc(C)cc2)nc(N(C)C)n1	-5	-1.4	.	43	-4	-24	-5	15	19	11
Cc1nc(SCC(=O)OCc2ccccc2)c2c(=O)n(C)c(=O)n(C)c2n1	.	1.2	3	97	-2	-61	.	13	88	.
CC1(C)CC2CC(C)(CN2C(=O)COC(=O)c2cc(Cl)cc(Cl)c2N)C1 (centres undefined)	-13	1.1	0	80	2	-31	-7	8	79	6
CC1(C)Cc2ccccc2C(N/N=C/c2ccc(Cl)cc2)=N1	.	-1.0	-6	75	-2	-46	10	1	86	1
Cc1ccc(N(C)C(=O)N2CCN(S(=O)(=O)c3ccc(C)c(C)c3)CC2)cc1	-10	-1.3	0	93	3	-29	-5	10	100	3
CCCCNC(=S)Nc1ccc(Cl)cc1	.	-3.0	-4	90	-5	17	6	35	95	1
O=C(NNC(=O)[C@@H]1CCCC[C@@H]1C(=O)O)Nc1ccccc1	.	1.1	-5	101	4	-10	-9	12	94	1
CSc1nc(Sc2cccc(Cl)c2)c2ccccc2n1	7	-3.8	.	60	-23	-33	-7	9	72	1
CC(C)COc1ccc(C(=O)N/C(=C\c2cccc([N+](=O)[O-])c2)C(=O)OC(C)C)cc1	-46	-1.5	8	83	-12	-9	19	5	89	2
CCc1c(C)sc(NC(=O)C2CCCO2)c1C#N (centres undefined)	-17	-2.4	.	96	.	-7	9	15	99	1
COc1ccc(CCNC(=O)c2c(O)c3cccc4c3n(c2=O)CC4)cc1	-28	0.6	-1	98	30	-55	0	0	90	1
N#Cc1ccc(C(=O)Nc2cc(S(=O)(=O)N3CCCC3)ccc2OCC(F)(F)F)cc1	-1	-1.4	-4	99	-2	-21	10	20	86	2
O=C(COc1ccccc1)NCC(=O)NC1=NCCS1	8	-0.1	0	93	-12	-6	7	13	96	-1
CCOC(=O)N1CCN(CC(O)COc2ccc(C)cc2C(C)(C)C)CC1 (centres undefined)	.	-1.8	-2	77	12	-51	-5	4	79	1
O=C(Nc1ccccc1OC(=O)c1ccc(Cl)cc1)c1ccc(Cl)cc1	-6	-5.2	-5	70	2	-42	5	79*	61	6
CCc1cc2c(=O)nc3n(c2s1)Cc1ccccc1/C3=C(/O)c1ccc(F)cc1	0	0.4	0	66	0	-66	5	2	60	0
CCNS(=O)(=O)c1ccc2c(c1)NCC2	.	-1.1	-5	97	3	-1	-6	17	99	0
OC(CN1C2=NCCCN2c2ccccc21)c1ccc2c(c1)OCO2 (centres undefined)	3	-3.0	0	87	-14	-7	8	6	83	6
CCOC(=O)c1[nH]c(C)c(C(=O)OCC(=O)NC(=O)NC(C)(C)C)c1C	0	-4.8	0	55	-15	-12	8	11	44	0
CC(C)(C)c1ccc(S(=O)(=O)NCC(=O)N2CCN(C(=O)c3ccco3)CC2)cc1	7	-3.0	-2	88	-13	-31	-11	10	93	2
O=C(CN1CCN(c2ccc(Cl)cc2)CC1)Nc1ccc(F)c(F)c1	-13	-1.8	-4	84	-17	-12	-13	4	83	6
Cc1ccc(N(C(=O)C2COc3ccccc3O2)C(C(=O)NC2CCCCC2)c2cn(C)nc2C)cc1 (centres undefined)	-34	0.0	-4	64	2	-57	8	9	71	4
CCOc1ccc(-n2nc3c(=S)[nH]nc(C)c3c2C)cc1	.	-0.1	-3	92	1	-24	5	5	84	3
COc1ccc(C)cc1S(=O)(=O)N(C)CC(=O)NC1CC1	-2	-1.4	0	98	-3	-11	-10	20	100	7
Cc1cc(C)nc(SCc2nc3ncccn3c2Br)n1	-15	-3.2	0	100	-3	-41	8	21	99	5
Cc1ccc(NC(=O)CCC(=O)NNC(=O)c2cccs2)c(C)c1	28	0.2	.	83	-9	12	0	2	80	5
O=C(Nc1nnc(C2CC2)s1)c1ccc(Cl)c(S(=O)(=O)N2CCc3ccccc3C2)c1	9	-2.0	-12	70	5	-40	3	11	72	5

Next compounds.
compound	E-sel TNF inh	MRP-1 activ	Phagocytosis inh	HCT116 PTEN-null	Yeast life ext	Yeast growth inh	GALR2 antag	Measles CPE	HCT116 bCat-KO	NPY-Y2 antag
CCOP(=O)(O)c1ccccc1OCCOc1ccccc1P(=O)(O)OCC	16	0.9	0	98	-1	-3	8	10	93	-1
CCCCN1C(=O)C(NC(C)=O)c2ccccc21 (centres undefined)	-15	1.9	-1	97	-13	-27	-5	17	90	-2
Cc1ccc(S(=O)(=O)c2nc(NC3CCS(=O)(=O)C3)sc2Cl)cc1 (centres undefined)	-12	-1.3	0	88&96	-17	-26	-1	7	79	-2
CC(C)N(C(=O)CSc1nc2ccccc2n1-c1ccccc1)C(C)C	8	-1.8	.	30	-4	-13	-16	3	25	9
CCC1(C)Cc2c(sc3nn[nH]c(=O)c23)CO1 (centres undefined)	-99	-1.3	0	91	-4	-44	16	5	93	1
Cc1ccc(-n2c(O)c(/C=N/Nc3ccc(S(=O)(=O)N4CCOCC4)cc3[N+](=O)[O-])c3ccccc3c2=O)c(C)c1	.	-3.5	.	25	2	-40	3	1	28	-6
COc1ccc(C)cc1-n1nnnc1SCC(=O)Nc1cccnc1Cl	78*	-1.5	-2	94	-3	-11	12	4	93	0
CCCOc1ccccc1-c1nc2c([nH]1)c(=O)[nH]c(=O)n2C	7	-4.2	-1	78	-6	-43	3	16	88	1
O=C(CN1CCN(c2ccccc2F)CC1)c1ccc2c(c1)OCO2	.	-2.4	2	83	-6	-17	-2	11	89	5
COc1cccc(OC)c1C(=O)Nc1c(C)n(C)n(-c2ccccc2)c1=O	-21	-3.1	-1	96	-15	-21	-1	5	99	1
CC(C)CCn1c(SCCN2CCOCC2)nc2c1c(=O)[nH]c(=O)n2C	-5	-0.9	0	89	0	-25	0	1	98	-3
CCN1CCN(C(=S)c2ccc(SC)cc2)CC1	-23	-0.3	1	98	-1	4	0	16	104	2

Hits appear at their usual frequency; any-hit rate near 6.1%.
